tuberculosis growth – growth inhibition of non-replicating M. tuberculosis (AID 488890) | Mycobacterium tuberculosis non-replicating, growth inhibition; higher % means a stronger effect | inhibition, % at 25 µM, or IC50 in µM where a hit was titrated | 320,000 tested, 0.39% active; in the data active = a potency from the dose series; inconclusive = inhibition mostly from about 82% at the one dose, without a potency; inactive = the rest, 99 in 100 with inhibition below about 76%;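 note: plate controls were DMSO cells for no effect and high antibiotic wells for full effect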
H1N1 NS1A inhibition – NS1A inhibition, H1N1 influenza, cell based functional assay (AID 504329); NS1A functional cell-based assay, percent inhibition; higher % means a stronger effect; one-dose inhibition, % at 12.5 µM; IC50 in µM for titrated hits; 340,000 tested, 0.3% active; in the data active = a potency from the dose series; inconclusive = inhibition above about 27% without an active follow-up result; note: strong numbers were not always called active
H37Rv inhibition – M. tuberculosis growth inhibition, HTS (AID 449762). M. tuberculosis H37Rv growth inhibition, 7H9 media; higher % means a stronger effect. inhibition, % at 25 µM, or IC50 in µM where a hit was titrated. 330,000 tested, 0.59% active; in the data active = a potency from the dose series; inconclusive = inhibition above about 70% without an active follow-up result;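 note: bacterial growth assessed after seven days of incubation; strong numbers were not always called active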
inhibitors of VEEV – inhibitors of VEEV TC-83 cytopathic effect, confirmation, Vero cells (AID 588727); Vero cells, VEEV TC-83 cytopathic effect inhibition; higher % means a stronger effect; one-dose inhibition, % at 20 µM; IC50 in µM for titrated hits; 350,000 tested, 0.13% active; in the data active = a potency from the dose series; inconclusive = inhibition mostly from about 14% at the one dose, without a potency; inactive = the rest, 99 in 100 with inhibition below about 12%; note: strong numbers were not always called active
Salmonella PhoP GFP – Inhibition of PhoP regulon, Salmonella typhi GFP reporter cells, confirmation, 4 h (AID 1850). Salmonella Typhi PhoP-promoter GFP reporter, fluorescence, 4 h; higher % means a stronger effect. 310,000 tested, 0.33% active. one-dose inhibition, % at 50 µM; IC50 in µM for titrated hits; in the data active = a potency from the dose series; inconclusive = inhibition mostly from about 25% at the one dose, without a potency; inactive = the rest, 99 in 100 with inhibition below about 19%;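 note: 0% = induced wells with vehicle and 100% = uninduced wells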
inhibitors of VEEV 10K pilot screen – second read-out of inhibitors of VEEV, no call of its own (marks repeat the call); inhibition, %; measured here: 10K pilot screen inhibition
Numbers without * were called inactive; i = inactive; ? = inconclusive; nt = not tested or not shown.

SMILES | tuberculosis growth | H1N1 NS1A inhibition | H37Rv inhibition | inhibitors of VEEV | Salmonella PhoP GFP | others
CC1(C(=O)O)CCC(C(=O)Nc2ccc(S(N)(=O)=O)cc2)C1(C)C (centres undefined) | 4% | -17% | -1% | 1.2% | 1%
COC(=O)CSc1nc(C2CC2)cc(C(F)(F)F)c1C#N | ? | -5% | ? | 1.0% | 8%
Cc1ccc(Cl)cc1N1CCN(CC(O)COC(C)C)CC1 (centres undefined) | 11% | 0% | 12% | i | 7%
Cc1ccccc1C(=O)Oc1ccc(-c2csnn2)cc1 | 11% | -4% | -5% | 3.9% | -5%
CCCNC(=S)NNC(=O)c1cc(-c2cccnc2)nc2ccccc12 | -7% | 0% | -2% | 9.6% | -8%
COc1ccccc1N1CCN(C(=O)c2ccc(C(C)(C)C)cc2)CC1 | 19% | 1% | 9% | 7.4% | -2%
Cc1ccc(S(=O)(=O)N2CCOCC2)cc1C(=O)NCc1cccs1 | -7% | 0% | -25% | 0.9% | 6%
CC(C)CC(=O)N(c1nnc(-c2cccnc2)s1)C1CCCC1 | 30% | 21% | 23% | i | 12%
COc1ccc(CC(=O)NNC(=O)c2cc(Cl)ccc2OC)cc1 | nt | 10% | nt | 1.7% | nt
COc1ccccc1N1CCN(C(c2cccs2)C(C)NC(=O)c2cccnc2)CC1 (centres undefined) | 29% | 4% | -10% | 9.0% | -7%
CCCC1OC(c2ccco2)OCC1CC (centres undefined) | nt | 0% | nt | 0.2% | nt
CC(C)(C)N1CC(C(=O)O)CC1=O (centres undefined) | -18% | -4% | -4% | 0.5% | 10%
CCCCC(=O)NC(Nc1nc(C2CC2)cs1)(C(=O)OCC)C(F)(F)F (centres undefined) | 3% | 7% | 3% | i | -2%
CC(C)C(OC(=O)c1ccco1)C(=O)NCc1ccco1 (centres undefined) | 1% | -4% | -10% | 1.9% | -7%
CCC(C)N=CC1=C(O)C(C(=O)OC)C(C)(C)CC1=O (centres undefined) | 1% | 5% | -5% | 0.6% | -5%
COCCNC(=O)c1cccc(OC2CCN(Cc3ccccc3OC(F)F)CC2)c1 | -5% | 1% | -2% | i | 0%
CCOC(=O)C1=C(C)N(c2ccc(Cl)cc2)C(=O)NC1c1cccc([N+](=O)[O-])c1 (centres undefined) | 20% | 5% | 6% | 2.6% | -5%
CCN1CCN(Cc2ccc(NC(=O)Nc3ccccc3)cc2)CC1 | -3% | 3% | -2% | 1.0% | 10%
O=C(/C=C/c1ccco1)Nc1ccc(N2CCCC2)cc1 | 12% | 4% | -2% | 0.5% | -6%
Fc1cc(F)c(F)c(SCCc2ccncc2)c1F | 40% | -6% | 0% | 6.8% | -3%
Cn1c(=O)c2c(ncn2CC(=O)OCc2ccccc2)n(C)c1=O | 3% | -2% | -11% | i | -10%
CC(NC(=O)Cn1nc(C(F)(F)F)c2c1CCC2)c1ccccc1 (centres undefined) | 27% | -13% | -7% | i | 5%
O=C(c1cc(-c2ccccc2O)on1)N1CCCC1 | -4% | 7% | -1% | 0.8% | 6% | inhibitors of VEEV 10K pilot screen=0.9
CCn1nnc(-c2ccccc2NC(=O)c2cc(OC)cc(OC)c2)n1 | 7% | 1% | 1% | 0.1% | 9%
CCN(Cc1ccccc1)S(=O)(=O)CCNC(=O)c1ccc(OC)cc1 | -8% | -18% | 4% | 0.9% | -6%

The list goes on; it opens with the 5 that closed the last part.
SMILES | tuberculosis growth | H1N1 NS1A inhibition | H37Rv inhibition | inhibitors of VEEV | Salmonella PhoP GFP | others
Cn1c(=O)c2c(ncn2CC(=O)OCc2ccccc2)n(C)c1=O | 3% | -2% | -11% | i | -10%
CC(NC(=O)Cn1nc(C(F)(F)F)c2c1CCC2)c1ccccc1 (centres undefined) | 27% | -13% | -7% | i | 5%
O=C(c1cc(-c2ccccc2O)on1)N1CCCC1 | -4% | 7% | -1% | 0.8% | 6% | inhibitors of VEEV 10K pilot screen=0.9
CCn1nnc(-c2ccccc2NC(=O)c2cc(OC)cc(OC)c2)n1 | 7% | 1% | 1% | 0.1% | 9%
CCN(Cc1ccccc1)S(=O)(=O)CCNC(=O)c1ccc(OC)cc1 | -8% | -18% | 4% | 0.9% | -6%
O=C(Cc1c(F)cccc1Cl)Nc1ccc(-n2cnnn2)cc1 | 9% | 2% | 1% | i | -3%
COc1cc(NC(=O)C2CCCO2)c(C(=O)O)cc1OC (centres undefined) | 11% | -13% | 12% | 0.4% | -8%
COc1ccc(N(CC(=O)NC2CCCCC2)S(=O)(=O)c2cccs2)cc1 | -9% | -11% | 0% | 1.2% | nt
Cc1cc(C(=O)COC(=O)/C=C/c2ccco2)c(C)n1C | 25% | 7% | 45% | i | nt
CCOc1ccccc1CNCCO | 4% | 1% | -4% | 3.6% | 11%
O=C(NC1CCN(Cc2ccccc2)CC1)C1CCN(c2nnc(-n3cccc3)s2)CC1 | 21% | 7% | 4% | 1.0% | 0%
CCOC(=O)C1CCN(CC(O)COCc2ccccc2)CC1 (centres undefined) | -11% | -5% | 7% | i | -4%
CC/C(C)=N/Nc1cccc([N+](=O)[O-])c1 | 41% | 5% | ? | 0.3% | -4%
Cc1noc(C)c1S(=O)(=O)Nc1ccc2c(c1)CC(=O)N([C@H](C)CO)C[C@H](C)[C@H](CN(C)S(=O)(=O)c1ccc(F)cc1)O2 | 55% | -75% | 6% | 1.7% | nt
COc1cccc(C2C(C#N)=C(N)N(N(C)C)C3=C2C(=O)CCC3)c1OC (centres undefined) | -7% | 0% | 7% | 0.4% | -2%
CC(c1cccnc1)N(CCN(C)C)C(=O)Nc1ccc(Cl)c(Cl)c1 (centres undefined) | nt | 22% | 7% | 1.6% | 30%
O=C(NCc1ccc(F)cc1)C1CCCN(S(=O)(=O)c2cccc3nonc23)C1 (centres undefined) | 7% | -7% | -4% | 1.0% | 3%
COC(=O)c1cc2sccc2n1CC(=O)N(C)c1ccccc1 | 31% | 2% | -3% | 0.8% | -7%
Cc1nc2sc(C(=O)c3ccccc3)c(N)c2c(C)c1C | 17% | -6% | 10% | 1.6% | -5%
Cc1ccc(/C=C/C(=O)OCC(=O)NC(C)c2ccccc2)o1 (centres undefined) | 24% | -22% | 14% | 0.6% | nt
Cc1c(C(=O)OC(C)C)[nH]c2c1C(=O)CCC2 | 6% | -2% | 1% | i | 4%
CCN(Cc1ccncc1)C(=S)Nc1ccccc1 | nt | -25% | -4% | 1.0% | -13%
CCOC(=O)C1=C(C)N=c2s/c(=C\c3ccc(C(=O)O)cc3)c(=O)n2C1c1ccc(F)cc1 (centres undefined) | 34% | 6% | 21% | 7.9% | 2%
CCCCSCc1cc(C(=O)O)oc1C(C)(C)C | 0% | -15% | -1% | 0.3% | -10%
C=CCn1c(O)c(C(CC)=NCCCO)c(=O)[nH]c1=O | 10% | -13% | -8% | 0.4% | -3%
Cc1ccc2cccc(OC(=O)/C=C\c3ccccc3)c2n1 | ? | 1% | 61% | 0.4% | -9%
Cc1ccccc1NC(=O)C1CCCN1S(=O)(=O)c1ccccc1C(F)(F)F (centres undefined) | 25% | -23% | -1% | i | nt
CC(C)Oc1ccc(CNC(=S)Nc2ccccc2)cc1Cl | ? | 0% | -6% | i | -1%
COC(=O)CCC(=O)Oc1ccc(OC(=O)CCC(=O)OC)cc1 | 64% | nt | 1% | nt | 6%
Cc1ccc(C(=O)NCC(=O)NCC(=O)OCC(=O)c2cccs2)cc1 | 22% | -2% | -3% | i | -9%

Carrying on.
SMILES | tuberculosis growth | H1N1 NS1A inhibition | H37Rv inhibition | inhibitors of VEEV | Salmonella PhoP GFP | others
Cc1ccc(S(=O)(=O)N2CCOCC2)cc1NC(=O)CN1CCC(Cc2ccccc2)CC1 | 45% | 12% | 5% | i | -3%
Cc1ccccc1C(=O)Nc1cccc(NC(=O)c2ccc(F)cc2)c1 | 2% | 4% | 5% | 1.3% | 10%
CCCC(=O)Nc1nc2ccc(NC(=O)c3cccnc3)cc2s1 | -1% | -8% | -5% | 5.6% | -12%
CCCC(NS(=O)(=O)c1ccc(-c2ccc(=O)[nH]n2)s1)c1cccs1 (centres undefined) | 6% | -9% | -7% | 0.2% | 1%
Cc1ccc(-c2cc(C(=O)N3CCc4ccccc4C3)no2)cc1 | 74% | 8% | 5% | 0.3% | 2%
NNC(=O)/C(=C\c1ccc(Br)cc1)NC(=O)c1cccs1 | -13% | 2% | -11% | 0.5% | -7%
COc1ccc(N(C(=O)c2ccco2)C(C(=O)NC2CCCCC2)c2ccccc2)cc1 (centres undefined) | 9% | -3% | 5% | i | -13%
Cc1ccc(-c2cc(C(F)(F)F)n3ncc(C(=O)O)c3n2)cc1 | nt | -3% | nt | 1.8% | nt
C/C(CC(c1ccccc1)c1c(O)c2ccccc2oc1=O)=N\Nc1ccc([N+](=O)[O-])cc1[N+](=O)[O-] (centres undefined) | 40% | -18% | 5% | 14% | 12%
CSc1cc(SC)ncn1 | nt | -2% | nt | 0.9% | nt
CC(C)OC(=O)c1c(NC(=O)c2ccco2)sc2c1CCCCC2 | 25% | -9% | 2% | 4.6% | 1%
CNc1oc(-c2ccc(C)cc2)nc1P(=O)(c1ccccc1)c1ccccc1 | 15% | 7% | 13% | 4.1% | -1%
CCSc1nc2sc3c(c2c(=O)[nH]1)CCc1ccccc1-3 | 0% | -12% | -4% | i | -9%
CCOC(=O)[C@H]1[C@H]2COc3cc(OC)ccc3[C@@H]2N2C(=O)N(c3ccc(Br)cc3)C(=O)[C@@]12C | 4% | 0% | 11% | 0.3% | -10% | inhibitors of VEEV 10K pilot screen=0.7
CCCCCCn1c(=O)c(C(=O)Nc2cccc(C)n2)c(O)c2ccccc21 | -14% | -3% | 0% | 4.6% | -4%
O=C1N[C@@H](Cc2c[nH]c3ccccc23)C(=O)N[C@H]1Cc1ccccc1 | nt | -10% | nt | i | nt
Cc1cccc(NC(=O)CCn2nc(C)cc2C)c1 | -6% | -3% | 11% | 2.0% | -3%
O=C(COc1ccc(Cl)cc1)OCC(=O)N1CCCCCC1 | nt | -19% | 30% | 1.1% | 3%
COc1ccc(C(=O)c2cc(C(C)=O)c(Nc3ccccc3)s2)cc1 | 12% | 0% | -5% | 8.7% | 16%
CC1CCN(S(=O)(=O)c2cccc(C(=O)NC3CCCC3)c2)CC1 | -1% | 4% | -14% | 1.4% | 2%
Cc1ccc(-c2c(C(=O)NC(C)C)oc(=O)c3ccccc23)cc1 | 42% | 11% | 6% | i | 3%
COc1ccc(N(CC(O)Cn2c(C)nc3ccccc32)S(=O)(=O)c2ccccc2)cc1 (centres undefined) | 31% | -4% | -1% | i | -5%
CO/N=C(/c1nonc1N)N1CCN(c2ccc([N+](=O)[O-])cc2)CC1 | 2% | 3% | -11% | 1.3% | 0%
COc1cc(-c2nnc(SCC(=O)OC3CCCCC3)o2)cc(OC)c1OC | ? | 7% | ? | 1.0% | -1%
CC1=C(C#N)C(=O)N(C)C(C)(C)C1 | 0% | 10% | -4% | 0.5% | 1%

Other structures follow.
SMILES | tuberculosis growth | H1N1 NS1A inhibition | H37Rv inhibition | inhibitors of VEEV | Salmonella PhoP GFP | others
CC(NC(=S)NCc1ccc(F)cc1)C12CC3CC(CC(C3)C1)C2 (centres undefined) | 45% | -5% | 3% | 3.5% | -8%
CCC1CCCCN1C(=O)CCC(=O)Nc1nnc(C(F)(F)F)s1 (centres undefined) | -7% | -13% | 4% | i | 4%
O=C(Nc1cccc(S(=O)(=O)NC2=NCCC2)c1)c1c(F)cccc1Cl | -9% | -15% | -7% | i | 5%
CSC1=NC2C(N1)N(C)C(=O)N2C (centres undefined) | -1% | -8% | -17% | 1.3% | -1%
CC(=O)C1CCC2C3CCC4CC(=O)CCC4(C)C3C=CC12C (centres undefined) | nt | -15% | nt | i | nt
CCn1c(CC(=O)Nc2ccc(OC)cc2)nnc1SCC(=O)N1CCOCC1 | -3% | 16% | -6% | 1.2% | -9%
COc1ccc(CCC(=O)NCCS(=O)(=O)N2CCN(c3ccccc3)CC2)cc1 | 18% | -4% | 20% | i | -5%
CN1CCN(C(=S)Nc2ccc(Cl)cc2Cl)CC1 | -9% | 1% | -4% | 1.1% | -2%
CCCc1ccccc1OCCNC(C)=O | -8% | 1% | 1% | 1.7% | -8%

Molecules listed so far with a tert-butyl group (3):
SMILES | tuberculosis growth | H1N1 NS1A inhibition | H37Rv inhibition | inhibitors of VEEV | Salmonella PhoP GFP | others
COc1ccccc1N1CCN(C(=O)c2ccc(C(C)(C)C)cc2)CC1 | 19% | 1% | 9% | 7.4% | -2%
CC(C)(C)N1CC(C(=O)O)CC1=O (centres undefined) | -18% | -4% | -4% | 0.5% | 10%
CCCCSCc1cc(C(=O)O)oc1C(C)(C)C | 0% | -15% | -1% | 0.3% | -10%
